Assay outcomes from PubChem.
SENP1 inh: human SENP1 catalytic domain inhibitors, primary screen, biochemical, FRET, uHTS | 360,000 tested, 0.21% active | recombinant SENP1 catalytic domain, CyPet-SUMO1-YPet FRET cleavage | inhibition, % at 10 µM | Sentrin-specific protease 1 (Homo sapiens), Q9P0U3;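 active = inhibition at least 30% at 10 µM, raw YFP signal under a set limit, fluorescence ratio 0.5 to 1.5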;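 note: 0% = enzyme with DMSO and 100% = no enzyme wells; some results filed as inactive read as strong as hits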
Target sequence (Q9P0U3 419-644 limits assumed): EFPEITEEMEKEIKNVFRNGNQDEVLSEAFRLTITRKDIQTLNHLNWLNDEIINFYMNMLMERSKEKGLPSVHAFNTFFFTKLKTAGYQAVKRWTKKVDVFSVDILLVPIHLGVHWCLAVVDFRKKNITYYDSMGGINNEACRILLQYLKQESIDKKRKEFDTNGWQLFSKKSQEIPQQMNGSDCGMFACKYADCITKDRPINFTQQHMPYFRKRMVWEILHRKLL
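Material – human SENP1 catalytic domain · Input – SENP1 enzyme, 20 pM final · Compound dosing – single concentration of 10 µM compound, 0.5% DMSO final · Timing – enzyme reaction for 50 min at room temperature, dark · Measured by – FRET fluorescence in CFP and YFP emission channels · Control set – no-enzyme wells low, DMSO-plus-enzyme wells high control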
APOBEC3A inh: APOBEC3A ssDNA deaminase inhibitors, primary screen, selectivity assay for APOBEC3G inhibitor project, biochemical, FAM/TAMRA oligo cleavage fluorescence; 330,000 tested, 0.41% active; recombinant A3A, FAM/TAMRA ssDNA deamination fluorescence; inhibition, % at 20 µM;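 active = at least 40% inhibition at 20 µM here, with at most 30% in a related deaminase screen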;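 note: plate controls were A3A with DMSO for no effect and wells lacking A3A enzyme for full effect; some results filed as inactive read as strong as hits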
Target sequence (P31941 whole entry, looked up): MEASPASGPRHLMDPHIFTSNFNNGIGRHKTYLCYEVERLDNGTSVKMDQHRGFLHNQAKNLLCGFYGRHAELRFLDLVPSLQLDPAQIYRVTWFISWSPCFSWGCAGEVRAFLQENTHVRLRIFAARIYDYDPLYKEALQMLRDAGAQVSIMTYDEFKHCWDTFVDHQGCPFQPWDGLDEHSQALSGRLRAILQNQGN
APOBEC3G inh: APOBEC3G DNA deaminase inhibitors, primary screen, biochemical, fluorescence, single-stranded DNA substrate, uHTS | AID 493012, 2011 | recombinant A3G, ssDNA deamination FAM/TAMRA fluorescence | 330,000 tested, 0.28% active | inhibition, % at 20 µM | DNA dC->dU-editing enzyme APOBEC-3G (Homo sapiens), Q9HC16;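 active = inhibition of at least 40% at 20 µM, with no more than 30% in the related APOBEC3A deaminase screen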;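 note: plate controls were DMSO wells with A3G for no effect and wells lacking A3G enzyme for full effect; some compounds called inactive have numbers as strong as hits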
hIAP activ: human IAP activators, primary screen, biochemical, luminescence, uHTS; Intestinal-type alkaline phosphatase (Homo sapiens), P09923; purified human IAP, CDP-Star luminescence, 30 min; hits give high values; 1 = vehicle-only enzyme, 0 = enzyme-free background; activation factor at 10 µM; 330,000 tested, 0.16% active;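 active = activation factor of the enzyme at least 2-fold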; note: the source names both 10 and 20 µM as test concentration; values of inactives mirror those of a sister screen read the other way
Target sequence (P09923 whole entry, looked up): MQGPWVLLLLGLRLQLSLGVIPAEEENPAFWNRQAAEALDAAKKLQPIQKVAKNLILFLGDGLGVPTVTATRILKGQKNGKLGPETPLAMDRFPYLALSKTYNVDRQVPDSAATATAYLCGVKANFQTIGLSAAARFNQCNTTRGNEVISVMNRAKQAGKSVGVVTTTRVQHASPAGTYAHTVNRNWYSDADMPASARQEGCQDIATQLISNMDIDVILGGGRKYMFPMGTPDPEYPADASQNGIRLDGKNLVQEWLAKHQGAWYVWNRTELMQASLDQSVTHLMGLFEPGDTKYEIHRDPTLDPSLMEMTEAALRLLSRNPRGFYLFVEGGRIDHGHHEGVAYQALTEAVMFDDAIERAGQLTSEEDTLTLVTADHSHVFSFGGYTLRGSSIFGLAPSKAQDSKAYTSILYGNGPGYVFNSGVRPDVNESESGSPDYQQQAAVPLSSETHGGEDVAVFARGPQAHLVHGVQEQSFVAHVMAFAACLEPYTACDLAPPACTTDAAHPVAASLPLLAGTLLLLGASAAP
mIAP block: inhibitors of mouse IAP, primary screen, biochemical, luminescence, uHTS; purified mouse IAP, CDP-Star luminescence, 30 min; inhibition, % at 10 µM; 330,000 tested, 0.2% active; AID 2806, 2010;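 active = inhibition of at least 40% at 10 µM in the primary screen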;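 note: plate controls were DMSO with enzyme for no effect and no enzyme wells for full effect; values of inactives mirror those of a sister screen read the other way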
hIAP block: human IAP inhibitors, primary screen, biochemical, luminescence, uHTS. inhibition, % at 10 µM. Intestinal-type alkaline phosphatase (Homo sapiens), P09923. purified IAP, CDP-Star luminescence, 30 min. 330,000 tested, 0.12% active;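 active = inhibition reaching a set limit with compound at 10 µM in the primary screen, cut at about 35% in these data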;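 note: plate controls were DMSO wells with enzyme for no effect and no-enzyme buffer wells for full effect; values of inactives mirror those of a sister screen read the other way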
NALP3 yeast inh: NALP3 inflammasome inhibitors in reconstituted yeast, primary screen, luminescence, uHTS | AID 2825, 2010 | 330,000 tested, 0.39% active | inhibition, % at 10 µM | Yeast reconstituted NLRP3/ASC/caspase-1, beta-gal luminescence, 24 h;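 active = inhibition of 50% or more; inactive = inhibition below 50%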;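 note: plate controls were induced DMSO wells for no effect and uninduced yeast grown without galactose for full effect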
mIAP act: activators of mouse IAP, primary screen, biochemical, luminescence, uHTS; intestinal alkaline phosphatase [Mus musculus]; muIAP, CDP-Star luminescence, 30 min; hits give high values; 1 = vehicle-only enzyme signal, 0 = enzyme-free wells; activation factor at 10 µM; 330,000 tested, 0.24% active; AID 2805, 2010;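 active = activation factor of at least 2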; note: the source names both 10 and 20 µM as test concentration; values of inactives mirror those of a sister screen read the other way
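also added = chemiluminescent substrate CDP-Star | test system = mouse IAP enzyme | signal = chemiluminescence readout | compound = DMSO-dissolved test compounds | incubation = 30 min at room temperature | benchmarks = DMSO wells, no-enzyme wells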
beta cell repl: inducers of MIN6 beta-cell proliferation, primary screen, ATP luminescence, uHTS | MIN6 cells proliferation, ATPlite luminescence, 48 h; cells starved in 0.2% serum; 100% = growth in 10% serum | proliferation, % at 10 µM | 330,000 tested, 0.29% active | AID 2380, 2010;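 active = compounds whose signal lies at least 3.5 SD above the mean of all wells on their plate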;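 note: 0% = DMSO-treated cells in low-serum medium and 100% = 10% serum control; some compounds called inactive have numbers as strong as hits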
Starred values were filed as active, the others as inactive; x = not tested or not shown.

SMILES	SENP1 inh	APOBEC3A inh	APOBEC3G inh	hIAP activ	mIAP block	hIAP block	NALP3 yeast inh	mIAP act	beta cell repl
CCOC(=O)C1CCCN(C(=O)COc2ccc(N(C)S(=O)(=O)c3ccc(C)cc3)cc2)C1 (configuration not stated)	1.4	1.6	1.3	0.87	8.6	13.0	20.3	0.914	3.6
O=C(NC1CCCC1)C(c1ccccc1)N(C(=O)c1ccco1)C1CCCC1 (configuration not stated)	1.2	0.7	0.5	0.96	3.2	4.0	7.4	0.968	-1.1
O=C(CSc1nncs1)Nc1ccc(Cl)cc1C(F)(F)F	0.4	0.2	-1.6	1.29	1.6	-28.8	1.0	0.984	0.1
CN(C)c1ccc(C2NC(=O)c3ccccc3N2)cc1 (configuration not stated)	0.4	-8.6	-2.1	1.17	-6.7	-16.7	48.7	1.07	-5.1
O=C(NC1CCN(C(=S)NCc2ccco2)CC1)c1ccc(F)cc1	0.5	-0.5	0.6	1.26	15.9	-25.7	1.3	0.841	-2.6
CCOC(=O)CN1C(=O)C(=O)c2cc(C)ccc21	0.4	-4.2	-4.3	1.11	-3.0	-10.7	8.3	1.03	-3.4
CC(=O)c1ccc(NC(=S)N2CCN(c3cccc(Cl)c3)CC2)cc1	0.0	-0.5	-5.9	1.12	5.3	-11.9	22.5	0.947	-2.1
CCOC(=O)/C(C#N)=C/c1c(N2CCN(c3ccc(OC)cc3)CC2)nc2c(C)cccn2c1=O	-46.5	-3.3	-3.3	0.829	7.7	17.1	22.0	0.923	2.0
CCCCCC(=O)Nc1ccc(C(=O)CN2C(=O)NC3(CCCCCC3)C2=O)cc1	2.4	0.7	-9.2	1.05	10.2	-5.4	13.5	0.898	-6.5
O=C(CCn1c(=O)c2cccn2c2cccnc21)NCc1cccc(Cl)c1	-1.6	-2.0	-1.7	1.07	0.0	-7.3	-5.5	1	8.5
O=C(NCc1ccc2c(c1)OCO2)C1CCC(CNS(=O)(=O)c2ccc(Cl)cc2)CC1 (configuration not stated)	2.5	-2.8	-2.8	1.16	-4.3	-15.8	2.8	1.04	-3.9
c1ccc(N2CCN(Cc3cn4cccnc4n3)CC2)cc1	1.4	-2.8	-5.0	1.08	-7.0	-8.0	7.7	1.07	-6.7
Cc1ccc(C(=O)NNC2=NC(C)(C)Cc3ccccc32)cc1	2.1	-1.0	-3.0	0.984	8.7	1.6	15.5	0.913	-1.3
O=S(=O)(NC1CCCCCCC1)c1ccccc1	-0.7	0.4	0.4	1.07	-10.0	-7.2	30.2	1.1	-3.1
CCOC(=O)c1ccc(NC(=O)COC(=O)c2cccc(Oc3ccccc3)c2)cc1	1.2	-2.2	-4.4	1.24	9.4	-23.8	15.2	0.906	4.1
COc1ccccc1Nc1nc2ccc(C)cc2n2cnnc12	-19.6	-2.8	-2.4	1.03	-0.2	-2.7	17.1	1	1.7
O=C(O)Cn1c(SCCOc2ccccc2F)nc2ccccc21	2.6	-1.5	-0.8	1.2	-2.3	-19.5	1.4	1.02	-1.6
CCOC(=O)c1ccc(NC(=O)CSC(=S)N2CCOCC2)cc1	0.2	0.0	-5.1	1.35	-11.0	-35.2	7.8	1.11	-1.2
Cc1ccc(S(=O)(=O)N2CCC(C(=O)NCCC3=CCCCC3)CC2)cc1C	1.4	-2.3	-7.4	1.35	-42.0	-35.3	20.2	1.42	-1.9
CCOc1ccc(NS(=O)(=O)c2ccc3c(c2)CCN3C(=O)C2CCC2)cc1	1.4	-3.0	-1.6	1.15	-10.7	-14.5	5.8	1.11	-0.8
COc1ccccc1NC(=O)CSc1nncn1N	2.0	-4.0	-5.8	1.1	4.6	-9.9	16.5	0.954	-1.3
O=C(O)c1ccc2c(=O)n3c(nc2c1)/C(=C/c1ccc(Cl)c([N+](=O)[O-])c1)CC3	2.4	2.6	0.6	1.04	-10.4	-3.8	12.0	1.1	-0.1
CC1(C)CC(=O)C(C=NCCN2CCN(C(=O)c3ccccc3)CC2)=C(O)C1	-1.1	0.3	-3.5	1.18	8.4	-17.9	12.8	0.916	-0.5
COc1cccc(/C=C/C(=O)OCC(=O)c2c[nH]c3ccccc23)c1	-7.9	1.2	2.9	1.03	7.6	-3.4	11.3	0.924	-2.9
O=C(O)c1ccc(N/N=C/c2ccc(-c3cc(Cl)ccc3Cl)o2)cc1	-35.7	-5.3	-4.5	1.17	-11.1	-17.3	-5.9	1.11	-4.9

One compound at a time, from the list above. Order of values: SENP1 inh | APOBEC3A inh | APOBEC3G inh | hIAP activ | mIAP block | hIAP block | NALP3 yeast inh | mIAP act | beta cell repl
Entry for CCOC(=O)c1ccc(NC(=O)CSC(=S)N2CCOCC2)cc1 : 0.2 | 0.0 | -5.1 | 1.35 | -11.0 | -35.2 | 7.8 | 1.11 | -1.2
Entry for CCOC(=O)CN1C(=O)C(=O)c2cc(C)ccc21 : 0.4 | -4.2 | -4.3 | 1.11 | -3.0 | -10.7 | 8.3 | 1.03 | -3.4

Further entries follow.
SMILES	SENP1 inh	APOBEC3A inh	APOBEC3G inh	hIAP activ	mIAP block	hIAP block	NALP3 yeast inh	mIAP act	beta cell repl
O=C(NCCc1c[nH]c2ccccc12)c1cnc2n(c1=O)CCS2	-0.6	-2.7	0.3	1.25	-7.0	-24.6	9.7	1.07	-3.5
O=c1[nH]c(CN2CCN(S(=O)(=O)c3ccc4c(c3)OCCO4)CC2)nc2sc3c(c12)CCCC3	1.4	-4.2	-9.4	1.12	9.0	-11.8	-2.5	0.91	-0.5
Cc1cc(C(=O)OCCN2C(=O)c3ccccc3C2=O)c2ccccc2n1	3.6	0.1	-9.2	1.09	-17.4	-8.6	7.3	1.17	0.1
CCc1ccc(OCC(=O)Nc2cccc3c2CCCC3)cc1	0.9	-3.0	-6.4	1.13	-9.2	-13.4	13.6	1.09	-1.1
CCn1c(SCC(=O)Nc2ccccc2)nnc1-c1ccc(S(=O)(=O)N2CCOCC2)cc1	0.0	3.4	-3.5	1.11	2.6	-10.6	0.4	0.974	-2.6
Cn1nc(-c2ccccc2)cc1NC(=O)CCCC(=O)O	-0.1	0.2	-2.7	0.989	-4.8	1.1	8.1	1.05	-0.3
Cc1cccc(N(CC(=O)NC2CCCCC2)C(=O)c2csnn2)c1	2.4	-2.5	-3.0	0.993	2.8	0.7	8.7	0.972	-4.6
Cc1cc(C(=O)N2CCN(c3ccccn3)CC2)no1	0.2	0.6	-5.7	0.838	6.4	16.2	5.7	0.936	-0.8
CCc1nccn1CCC(=O)N1CCCC(N2CCN(c3cccc(Cl)c3)CC2)C1 (configuration not stated)	1.1	1.3	-1.1	1.13	-1.4	-13.1	9.0	1.01	-5.8
CCOC(=O)N1CCN(S(=O)(=O)c2ccc(C(=O)N(CCN(CC)CC)c3nc4ccc(C)cc4s3)cc2)CC1	0.2	1.7	1.8	0.95	11.9	5.0	7.6	0.881	8.2
CCOc1ccc(C(=O)Nc2ccccc2N2CCCC2)cc1	3.8	5.6	1.2	0.918	3.3	8.2	10.0	0.967	-2.8
COc1ccc(-c2[nH]ncc2CN2CCC(C(=O)N3CCOCC3)CC2)c(F)c1	1.6	2.5	-14.7	0.971	6.8	2.9	7.9	0.932	5.9
COc1cccc(C(=O)NCC2CCN(c3ccc(S(=O)(=O)N4CCOCC4)cc3)CC2)c1	-0.1	-3.7	-5.1	0.992	-17.7	0.8	-8.9	1.18	-2.4
O=S(=O)(c1ccc(N2CCN(c3ccc(F)cc3)CC2)cc1)N1CCCC1	2.5	2.6	-0.8	0.954	-5.6	4.6	5.5	1.06	-2.7
COc1ccc(CN2C(=O)c3ccccc3C2=O)cc1	0.0	-2.7	1.6	1.06	2.7	-5.6	29.7	0.973	0.8
CN(C(=O)COC(=O)CCC1CCCCC1)c1c(N)n(Cc2ccccc2)c(=O)[nH]c1=O	-4.2	3.0	-7.2	0.891	-2.5	10.9	27.9	1.02	-2.7
CCc1c(OC(C)=O)c2ccccc2n(C)c1=O	3.4	0.3	-0.5	0.933	1.5	6.7	-3.3	0.985	2.0
O=C(COC(=O)c1cncc(Br)c1)NCC1CCCO1 (configuration not stated)	-1.6	0.9	-3.5	0.927	-2.1	7.3	-1.5	1.02	-2.2
Cc1cc(F)ccc1NC(=O)c1cnccn1	-1.6	2.7	-9.9	0.839	12.7	16.1	-2.2	0.873	4.5
CC1CCN(CCn2c(=S)[nH]c3cc4c(cc3c2=O)OCO4)CC1	0.0	4.4	-6.3	0.889	3.2	11.1	7.7	0.968	3.1
O=C1CC(C(=O)NCc2ccccc2)N=C(N2CCCCC2)N1 (configuration not stated)	-1.0	-3.3	-6.7	0.875	2.3	12.5	-6.4	0.977	-2.1
CS(=O)(=O)N1CCN(Cc2ccc(C(F)(F)F)cc2)CC1	2.1	4.9	-0.7	1.15	-0.6	-15.0	10.2	1.01	-0.2
O=C(CCCN1C(=O)/C(=C/c2cccs2)SC1=S)NNC(=O)c1ccncc1	1.6	-4.6	-7.0	0.956	8.9	4.4	-6.7	0.911	3.9
CC[C@@H]1CC=C[C@H]2[C@H]1C(=O)N(Cc1ccccc1)[C@H]2c1ccc2ccccc2c1	x	-3.8	-12.0	0.977	-5.7	2.3	3.2	1.06	-6.9
O=C(Cc1cccs1)NCc1ccc(F)cc1	-0.6	1.7	-1.2	0.864	-4.1	13.6	9.9	1.04	-1.7
(continued)
SMILES	SENP1 inh	APOBEC3A inh	APOBEC3G inh	hIAP activ	mIAP block	hIAP block	NALP3 yeast inh	mIAP act	beta cell repl
NC1=NC(c2cn[nH]c2-c2ccc(F)cc2)n2c(nc3ccccc32)N1 (configuration not stated)	x	3.1	0.2	1.33	-1.9	-32.7	-12.9	1.02	-2.9
CCCCn1c(-c2ccco2)n[nH]c1=S	1.6	-2.0	63.1*	0.97	-3.3	3.0	1.2	1.03	-0.3
C=CCSc1nc(C)c(CC(=O)OCCCC)c(=O)[nH]1	0.3	-6.6	-8.3	0.968	6.5	3.2	-1.3	0.935	-0.9
O=C(Nc1nc2ccc(Cl)cc2s1)C1CC1	0.1	-1.9	-11.3	0.942	-7.2	5.8	-11.5	1.07	-2.6
CCOc1ccc(C(C)=O)cc1CSc1nnc(-c2cccs2)n1CC1CCCO1 (configuration not stated)	1.6	-8.4	-8.4	1.01	-15.6	-0.9	11.1	1.16	-0.8
CN(C)c1ccc(C(=O)OCc2ccccc2)cc1	0.8	-1.8	-3.8	1.04	2.4	-4.3	21.5	0.976	-4.1
Cc1ccc(NS(=O)(=O)c2cc(C(=O)NCc3cccnc3)ccc2C)cc1	-0.3	-1.9	-3.1	1.1	6.4	-10.0	1.8	0.936	-2.3

A portion of the library; count on the stated rates, not on these rows.
